# Screening data deposited in PubChem BioAssay by Johns Hopkins Ion Channel Center.
# KCNQ2 block = KCNQ2 channel blockers in CHO-K1 cells – cell-based, FluxOR thallium flux, B-score, primary screen (AID 2156); B-score at 10 µM; 310,000 compounds, 1.1% hits; 20 min; active compounds read low; O88943;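 active = fluorescence ratio B-score at most minus 3 library SDs, with starting brightness B-score within 2 library SDs, cut at about -5.5 in these data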
# Target sequence (O88943 whole entry, looked up): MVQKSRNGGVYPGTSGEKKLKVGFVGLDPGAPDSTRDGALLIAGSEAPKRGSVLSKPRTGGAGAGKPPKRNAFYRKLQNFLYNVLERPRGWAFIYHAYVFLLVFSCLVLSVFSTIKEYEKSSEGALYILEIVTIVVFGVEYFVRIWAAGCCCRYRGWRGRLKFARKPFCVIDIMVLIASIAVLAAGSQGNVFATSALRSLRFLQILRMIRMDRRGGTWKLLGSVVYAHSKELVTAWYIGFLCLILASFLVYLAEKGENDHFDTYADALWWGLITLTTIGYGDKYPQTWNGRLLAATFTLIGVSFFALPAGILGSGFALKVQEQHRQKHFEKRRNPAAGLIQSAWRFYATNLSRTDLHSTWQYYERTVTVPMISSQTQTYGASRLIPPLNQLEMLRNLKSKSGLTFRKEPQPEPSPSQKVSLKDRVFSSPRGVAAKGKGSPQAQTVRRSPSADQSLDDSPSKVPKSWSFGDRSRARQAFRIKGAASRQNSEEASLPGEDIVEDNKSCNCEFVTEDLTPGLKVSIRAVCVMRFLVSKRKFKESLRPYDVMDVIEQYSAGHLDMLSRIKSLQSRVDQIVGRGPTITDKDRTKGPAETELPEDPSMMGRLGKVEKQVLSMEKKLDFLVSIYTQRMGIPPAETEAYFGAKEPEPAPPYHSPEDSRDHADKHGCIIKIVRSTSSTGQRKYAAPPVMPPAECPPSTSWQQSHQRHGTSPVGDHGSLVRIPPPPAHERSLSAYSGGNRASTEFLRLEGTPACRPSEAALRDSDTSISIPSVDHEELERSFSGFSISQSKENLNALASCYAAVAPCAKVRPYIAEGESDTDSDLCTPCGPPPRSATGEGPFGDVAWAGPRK
# CHT inh = inhibitors of human choline transporter CHT | CHT-expressing cells, membrane potential dye, choline response; active compounds read low | B-score at 10 µM | 310,000 compounds, 0.86% hits;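 active = B-score over 3 SD under the library average, and starting fluorescence ratio not unusually high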;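 note: choline stimulus applied at its EC90 after an EC20 pre-addition; B-score computed on integrated fluorescence ratio after choline addition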
# Kir21 inh = blocks the mouse Kir2.1 inward-rectifier potassium channel | P35561 | HEK293-Kir2.1, FluxOR thallium flux fluorescence; active compounds read low | B-score at 10 µM | 310,000 compounds, 0.85% hits | AID 1672;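 active = fluorescence ratio B-score at or below minus 3 SD of library scores, with starting-brightness B-score within 2 SD, cut at about -4.2 in these data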;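 note: channel flux triggered by added potassium and thallium sulfate stimulus; B-score of peak minus minimum fluorescence over baseline after thallium stimulus; more negative B-score means stronger Kir2.1 block with less thallium influx; some compounds called inactive have numbers as strong as hits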
# The depositor's hits bear a star; i = inactive. Outcome played no part in choosing rows (roughly 2.6% active in at least one column).
# The first seven records (preview)
KCNQ2 block	CHT inh	Kir21 inh	SMILES
i	i	0.49	O=c1[nH]c(C2CCCN(S(=O)(=O)c3ccccc3)C2)nc2c1nnn2Cc1ccc2c(c1)OCCO2 (configuration not stated)
i	i	1.75	CCOC(=O)C(NC(=O)CC)(Nc1ccccc1OC)C(F)(F)F (configuration not stated)
i	i	-1.44	COC(=O)c1cccc(COC(=O)c2cc3ccccc3oc2=O)c1
i	i	-0.6	Cc1ccc(-c2csc(-c3ccncc3)n2)cc1
i	i	-0.35	N#CCCNC(=O)CCN1CCOCC1
i	i	0.66	Cc1ccc(NC2=CC(=O)CC(c3ccco3)C2)c(N)c1 (configuration not stated)
i	i	-0.62	O=C(CSc1nc(-c2ccco2)cc(C(F)(F)F)n1)NCCN1CCOCC1

# Main list, from the start:
KCNQ2 block	CHT inh	Kir21 inh	SMILES
i	i	0.49	O=c1[nH]c(C2CCCN(S(=O)(=O)c3ccccc3)C2)nc2c1nnn2Cc1ccc2c(c1)OCCO2 (configuration not stated)
i	i	1.75	CCOC(=O)C(NC(=O)CC)(Nc1ccccc1OC)C(F)(F)F (configuration not stated)
i	i	-1.44	COC(=O)c1cccc(COC(=O)c2cc3ccccc3oc2=O)c1
i	i	-0.6	Cc1ccc(-c2csc(-c3ccncc3)n2)cc1
i	i	-0.35	N#CCCNC(=O)CCN1CCOCC1
i	i	0.66	Cc1ccc(NC2=CC(=O)CC(c3ccco3)C2)c(N)c1 (configuration not stated)
i	i	-0.62	O=C(CSc1nc(-c2ccco2)cc(C(F)(F)F)n1)NCCN1CCOCC1
i	i	2.77	CC(=O)N1c2ccc(S(=O)(=O)N3CCCC3)cc2CC1C(=O)NCc1ccccc1F (configuration not stated)
-12.3*	i	-14.5*	Cc1ccc(-n2c(-c3ccc(Br)cc3)c[n+]3c2CCc2ccc4cccnc4c2-3)cc1
i	i	1.62	COc1ccc(OC)c(NC(=O)C(C)N2c3cccc4cccc(c34)S2(=O)=O)c1 (configuration not stated)
i	i	1.58	COCc1[nH]nc2c1C(c1ccc(F)cc1F)C(C#N)=C(N)O2 (configuration not stated)
i	i	-2.69	Nc1nonc1-c1nc2ccccc2n1CC(=O)Nc1ccccc1
i	i	0.02	O=[N+]([O-])c1ccc(/C([O-])=C(/C(=S)NCc2ccco2)[n+]2ccccc2)cc1
i	i	0.16	COC(=O)CCCC1=CC2=CC(=O)C(C)(OC(=O)c3ccc(Cl)nc3)C(=O)C2=CO1 (configuration not stated)
i	i	0.47	COC(=O)c1ccc(CSc2nnc(N)s2)cc1
i	i	-0.96	Cc1cccc(NC(=S)N(CCN2CCOCC2)Cc2ccccc2F)c1
i	i	0.3	O=C(Cc1ccccc1)Nc1ccc2oc(=O)ccc2c1
i	i	1.36	CCOC(=O)CSc1nnc(-c2cccc(Cl)c2)n1CC
i	i	-2.09	COC(=O)c1ccc(N2CCN(C)CC2)c(NC(=O)COc2ccccc2Cl)c1
i	i	0	CCN(C1CCCCC1)S(=O)(=O)c1ccc(C(=O)O)cc1
i	i	1.53	CS(=O)(=O)c1ccc2nnn(OCC(=O)Nc3ccc(Br)cc3Br)c2c1
i	i	-0.85	COc1ccc(/C=N/NC(=S)Nc2ccccc2)cc1COc1ccccc1F
i	i	0.45	O=C(NCCCc1ccccc1)C(=O)NCC1OCCN1S(=O)(=O)c1ccccc1 (configuration not stated)
i	i	-1.16	CN(c1ccc(OCC(=O)N2CCN(c3ccc(F)cc3)CC2)cc1)S(=O)(=O)c1cccs1
i	i	0.88	Cc1cccc(-c2nnc(SCC(=O)C(C)(C)C)n2C)c1
i	i	-0.67	CC1(C)C2CC=C(/C=N/NC(=O)C(N)=O)C1C2 (configuration not stated)
i	i	1.29	Cc1ccc(Nc2nc3nonc3[nH]c2=O)cc1C
i	i	-2.08	O=C(CNc1n[nH]c(=O)[nH]c1=O)N/N=C/c1ccccc1
i	i	-0.14	CCc1nc(C)c(C#N)c2cc(OC)c(OC)cc12
i	-6.44*	-1.88	CCC1CCCCN1S(=O)(=O)c1ccc(NC(=O)c2nc(S(C)(=O)=O)ncc2Cl)cc1 (configuration not stated)

# 2 of the compounds above, with bars between the fields:
mol | KCNQ2 block | CHT inh | Kir21 inh
Cc1ccc(-c2csc(-c3ccncc3)n2)cc1 | i | i | -0.6
COC(=O)c1cccc(COC(=O)c2cc3ccccc3oc2=O)c1 | i | i | -1.44

# Remaining list, next part
KCNQ2 block	CHT inh	Kir21 inh	SMILES
i	-6.9*	-0.44	CCOC(=O)c1cccc(NC(=O)CSc2nnc(C)n2Cc2ccccc2)c1
i	i	1.21	COc1ccc(Cc2nc3ccc(C(=O)NC(C)C)cc3o2)cc1
i	i	0.43	COc1ccc(-c2csc(/C(C#N)=C\c3ccc(OC)c([N+](=O)[O-])c3)n2)cc1
i	i	0.54	Cn1c(=O)n(C)c2cc(S(=O)(=O)N3CCCCC3)ccc21
i	i	-1.17	CC(C)(C)NC(=O)NC(=O)COC(=O)CNS(=O)(=O)/C=C/c1ccccc1
i	i	0.06	CCCCCCOc1ccc(N2C(=O)CC(S/C(N)=N/N=C(\C)c3cccs3)C2=O)cc1 (configuration not stated)
i	i	0.26	CC1=C(C(=O)OC2CCC(C)CC2)C(c2ccc(O)c([N+](=O)[O-])c2)NC(=O)N1 (configuration not stated)
i	i	0.89	O=C(c1ccoc1)N1CCC2(CC1)Oc1ccc(F)cc1C(=O)C21CC(c2cccnc2)=NO1 (configuration not stated)
i	i	-0.25	CCn1cc(C(=O)NC2CCCc3c2cnn3-c2cccc(C)c2C)cn1 (configuration not stated)
i	i	-0.3	CCc1ccc(S(=O)(=O)N2CCN(Cc3ccco3)CC2)cc1
i	i	-0.62	COc1cc(-c2cc3nc(C)c(C)c(=O)n3[nH]2)cc(OC)c1OC
i	i	0.06	COc1cc(C(=O)NCc2nnc(SCC(=O)c3ccccc3)o2)cc(OC)c1OC
i	i	0.19	[O-]/[N+](=C\c1ccco1)c1ccc(Cl)cc1
i	i	-1.35	Cc1cc(C(F)F)n2nc(C(=O)Nc3ccccc3F)nc2n1
i	i	0.23	O=C1C2C3C=CC(C2C(=O)N1c1cccc(O)c1)C1C2C(=O)N(c4cccc(O)c4)C(=O)C2C31 (configuration not stated)
i	i	-0.04	CCOc1ccc(/C=C2\SC(=S)N(C(C(=O)O)c3ccccc3)C2=O)cc1OC (configuration not stated)
i	-5.79*	-0.02	O=[N+]([O-])c1ccc(N2CCCCC2)nc1
i	i	-0.05	Cc1ccc2[nH]cc(C(=O)CN3CCC4(CC3)OCCO4)c2c1
i	i	-0.5	CCOc1ccccc1NC(=O)c1oc2ccccc2c1NC(=O)C1CCCO1 (configuration not stated)
i	i	1.2	CC(SC(=S)N1CCCC1)C(=O)O (configuration not stated)
i	i	0.03	CC(C)N(C)CCOC(=O)c1ccc2c(c1)OCCO2
i	i	-0.96	CCOC(=O)N1CCN(S(=O)(=O)N2CCCC(C(=O)NCCCN3CCCCC3)C2)CC1 (configuration not stated)
i	i	-2.69	COc1ccc(C(=O)Nc2cc(OC)nc(OC)n2)cc1
i	i	-0.69	CC(=C/c1ccccc1)/C=N/Nc1nc(N2CCCCC2)nc(N2CCCCC2)n1
i	i	-0.41	COc1ccc(C(=O)c2ccc(OC)c(N)c2)cc1N
i	i	-0.04	Cn1c(CSc2nc3ccccc3s2)nnc1SCC(=O)NCc1ccccn1
i	i	0.39	O=C(NC1CCCC1)C(c1ccccn1)N(C(=O)c1csnn1)c1ccccc1F (configuration not stated)
i	i	-0.65	CC(C)c1ccc(OCC(=O)N(c2ccccn2)C2CCCCC2)cc1
i	i	0.67	CC(C)(C)NC(=O)CSc1nc(-c2ccc(F)cc2)cs1
i	i	0.27	CC(=O)Nc1ccc(/C(C)=N\NC(=O)c2ccc(-c3ccccc3)cc2)cc1
i	i	0.33	Cc1cc(NC(=O)c2cccc(N3C(=O)CCC3=O)c2)no1
i	i	0.01	COc1cc(CNc2nc(C)c([N+](=O)[O-])c(C)c2C#N)cc(OC)c1
i	i	0.3	Cc1nn(-c2nc3ccccc3[nH]2)c(N)c1-c1ccc(Cl)cc1
i	i	0.17	CCOC(=O)N1CCN(c2cc(C)nc3nc(C)nn23)CC1
i	i	-1	O=C(NCCC1=CCCCC1)C1CCN(c2nnc(-n3cccc3)s2)CC1
i	i	0.9	Cc1cc(O)ccc1Nc1nc(-c2cccnc2)cs1
i	i	-1.51	CCOc1ccccc1C1CC(c2cccs2)=NN1S(C)(=O)=O (configuration not stated)
i	i	0.06	Cc1ccccc1OCC(=O)N/N=C/c1c(C)nn(-c2ccccc2)c1Cl
i	i	-1.2	CCOC(=O)C1=C(N)Oc2cc(O)ccc2C1c1cccc(Cl)c1 (configuration not stated)
i	i	-0.52	O=c1[nH]c(SCc2ccccc2)nc2c1sc1ccccc12
i	i	-0.17	COc1cc2sc(C)nc2cc1C
i	i	0.01	O=C(O/N=C(\c1ccccc1)c1ccccn1)c1ccc(Cl)c(Cl)c1
i	i	0.02	CCc1ccc(-c2nc(C(N)=O)c3[nH]c(=O)n(-c4ccccc4OC)c3n2)cc1
i	i	0.18	Cc1csc(=S)n1-c1ccccc1
i	i	0.03	COc1ccccc1C(=O)N(Cc1nc(-c2ccc(Cl)cc2)no1)C(C)C
i	i	0.36	Cc1ccc(C(=O)Nc2ccccc2N2CCCCC2)cc1
-6.57*	i	0.63	Cc1ccc2c(CN3C(=O)NC4(CCCCC4)C3=O)cc(=O)oc2c1C
i	i	1.09	CC(OC(=O)c1cc[n+]([O-])cc1)C(=O)Nc1ccc(Cl)cn1 (configuration not stated)
i	i	-1.25	NS(=O)(=O)c1ccc(CNc2ncnc3sccc23)cc1
i	i	-0.86	CCC(C)(C)NC(=O)/C=C/c1cnc2ccccc2n1
i	i	0.09	O=c1c(Cl)c(NCCO)ncn1-c1ccccc1
i	i	0.69	COc1ccc(-c2[nH]ncc2CN2CCCOc3c(cccc3OC)C2)c(OC)c1
i	i	-0.97	CCCn1nc2cc(C(=O)NCc3ccccc3)ccc2c1OCC
i	i	0.87	Cc1cccc(C)c1NC(=O)[C@@]1(CC(=O)O)CC(/C=C/c2ccccc2)=NO1
i	i	-0.42	COc1ccc(/C=C2/C(=O)N=C(N)N2C)cc1OC
i	i	0.06	O=C(NCCNC(=O)c1ccccc1)c1ccccc1
i	i	2.13	CCOc1ccccc1C1NC(=O)c2ccccc2O1 (configuration not stated)
i	i	1.29	CCc1nnc(NC(=O)CCC(=O)N2CCN(Cc3ccc(C)cc3C)CC2)s1
i	i	1.09	CSCCC(NC(N)=O)C(=O)Nc1cccc(C#N)c1 (configuration not stated)
i	-6.47*	0.13	CCc1ccc(OCc2n[nH]c(=S)n2Cc2ccccc2)cc1

# (cont.)
KCNQ2 block	CHT inh	Kir21 inh	SMILES
i	i	-0.28	O=C(c1ccc(CS(=O)Cc2ccc(Cl)cc2)o1)N1CCN(c2ccccc2F)CC1 (configuration not stated)
i	i	-0.67	Cc1cc(C)nc(NS(=O)(=O)c2ccccc2)n1
i	i	0.32	c1ccc(OCc2nc(-c3ccncc3)no2)cc1
i	i	-0.92	COC(=O)c1cc(OC)c(OC)cc1NCC(=O)Nc1ccc(OC)c(OC)c1
i	i	1.71	O=c1c2sccc2nc(SCc2cc(=O)n3cc(Cl)ccc3n2)n1-c1ccc(F)cc1
i	i	2.27	Cc1cccn2c(=O)c3cc(S(=O)(=O)c4ccccc4)c(=N)n(Cc4ccc(F)cc4)c3nc12
i	i	0.11	O=C(Nc1ccccn1)c1ccc(S(=O)(=O)N2CCCC2)cc1
i	i	-1.57	CCOc1cc(CNCCCN2CCOCC2)cc(Br)c1OCC(=O)Nc1cccc(C(F)(F)F)c1
i	i	1.91	CCC(C)NS(=O)(=O)c1ccc(NC(=O)c2c(-c3ccccc3)noc2C)cc1 (configuration not stated)
i	i	-0.81	C#Cc1ccc(CN2CCC(Oc3ccc(C(=O)NCc4ccccn4)cc3)CC2)cc1
i	i	-0.07	Cc1ccc(NC2=NCC(=O)N2c2ccc3c(c2)OCCO3)c(C)c1
i	i	-6.33*	COc1ccc(C(O)(C2CCCCC2)C(CN2CCCC2)c2ccccc2)cc1 (configuration not stated)
i	i	1.07	Cc1ccc(C(=O)Nc2ccccc2C(=O)N2CCN(c3ccccc3)CC2)cc1
i	i	-2	Cc1ccc(-c2nnn(CC(=O)N(Cc3ccc(F)cc3)C(C(=O)NC3CCCC3)c3ccncc3)n2)o1 (configuration not stated)
i	i	0.59	COC(=O)CCC(=O)Nc1c(C)n(C)n(-c2ccccc2)c1=O
i	i	-0.92	Cc1nc(-c2cccc(S(=O)(=O)N3CC(C)CC(C)C3)c2)cs1 (configuration not stated)
i	i	-0.98	COc1cccc(COC(=O)c2nn(-c3ccccc3)nc2N)c1
i	i	0.05	Cn1c(-c2ccc3c(c2)OCO3)c(C(=O)O)c(=O)c2ccccc21
i	i	1.54	O=S(=O)(NCCc1ccncc1)c1ccc(Br)cc1
i	i	-1.53	CCC(C)[C@H](NC(=O)[C@H](Cc1ccccc1)n1c(=O)[nH]c2ccccc2c1=O)C(=O)N1CCC(C(=O)O)CC1 (some centres not stated)
i	i	1.04	COc1cccc(NC(=O)CCc2c(C)nc3nc(CNC(=O)c4cccc(F)c4)nn3c2C)c1
i	i	0.73	CCOC(=O)c1c(C)oc(/N=C/c2ccccc2O)c1C#N
i	i	0.36	COc1ccccc1C(=O)N/C(=C/c1ccco1)C(=O)Nc1ccc(C(=O)O)cc1
